Assay outcomes deposited in PubChem by National Center for Advancing Translational Sciences (NCATS).
AMA1 RON2 block: disrupts binding of P. falciparum AMA1 to RON2. AID 720542. AlphaScreen AMA1-biotinylated RON2 peptide binding. Potency, µM (doses to about 58.2 µM), for the others: top-dose activity change, negative = inhibition, usual class: inhibitors. 360,000 tested, 0.2% active; active means well fitted inhibition curve with a large enough effect; inconclusive means small, poorly fitted or top-dose-only effect; inactive means no such curve, though single readings can be large or run the other way;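 further: potency means the concentration at half of the fitted maximal effect; 0% = vehicle wells and -100% = peptide control; nearly all actives have a fitted effect of over 45% in size; some results filed as inactive show a strong effect at the top dose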
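AMA1 (3D7) with his tag at 25 nM final met compounds first, then biotinylated RON2 peptide at 25 nM; detection used donor plus acceptor beads, 10 µg/mL apiece, read by AlphaScreen after 30 min at room temperature.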
HCMV antiviral: blocks human cytomegalovirus replication. HFF cells, HCMV-luciferase reporter, 72 h; active compounds read low. activity change, negative = inhibition, % at 57.5 µM. 410,000 tested, 4.5% active; in the data active means activity change below about -60%; inconclusive means no clear call, values can overlap the other calls; inactive means above about -39%
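Inhibition of viral replication was scored as loss of reporter luminescence in HFFs infected with HCMV-luciferase (MOI 1 PFU/cell) for 72 h; compounds tested at 2 doses, normalized to buffer and Salinomycin controls.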
An asterisk follows results filed as active; u = inconclusive; [ ] = another dose, or the depositor's remark. Unless noted, on the % scale 0 is the no-effect control and ±100 the full control effect. Some of the compounds tested (hit frequency here may not be typical).

No.	canonical_smiles	AMA1 RON2 block	HCMV antiviral
1	O=C(CNC(=O)c1cc(S(=O)(=O)N2CCOCC2)ccc1N1CCCC1)Nc1ccc(F)c(F)c1	18%	-36
2	O=C(CSC1=NCCS1)N1N=C(c2cccs2)CC1c1ccc(F)cc1 (centres undefined)	-6%	-30
3	Cc1[nH]c(=O)n(C(C)C)c(=O)c1Br	0%	-4
4	CNc1ncnc2c1ncn2[C@H]1CN(Cc2ccc(Cl)cc2)C[C@@H](CO)O1	-12%	u
5	CCCCN1C(=O)c2cccc3cc(O)cc(c23)C1=O	28%	48
6	COC(=O)[C@@]12C[C@@H](CC(=O)NCc3cccc4ccccc34)C(=O)N(CCc3ccc(OC)c(OC)c3)C1=CCC(C)(C)C2	-25%	-16
7	O=C(O)CC1CCC1CC(=O)O (centres undefined)	-25%	7
8	CC(C)=CCCC(C)c1cc(C(=O)NCCc2ccc(O)cc2)c(N)s1 (centres undefined)	21%	-7
9	O=c1ccnc(Nc2ccc([N+](=O)[O-])cc2)[nH]1	1%	-71*
10	Cc1ccc(C(C)(c2ccc(N)cc2)c2ccc(N)cc2)cc1	-23%	-17
11	O=C(NC(c1ccccc1)c1ccsc1)C1CCN(CCOc2ccc(Cl)cc2Cl)CC1 (centres undefined)	0%	16
12	COc1cc(/C=C2\C(=O)ON=C2c2ccc(Cl)cc2)ccc1O	-20%	19
13	O=C(c1[nH]c(C(F)(F)F)nc1-c1ccccc1)N1CCc2c([nH]c3ccccc23)C1	-4%	12
14	CCC(=O)N1CCC1(C)C(=O)NCc1ccc(SC)cc1 (centres undefined)	-3%	20
15	COC(=O)[C@@]12C[C@@H](CC(=O)N3CCN(C(=O)C4CC4)CC3)C(=O)N(CCc3ccc(OC)c(OC)c3)C1=CCC(C)(C)C2	3%	-4

The listing continues.
No.	canonical_smiles	AMA1 RON2 block	HCMV antiviral
16	O=C(NCCc1nc(-c2ccccc2Cl)no1)c1ccccc1	-1%	u
17	COc1ccc(NC(=O)c2cc(C3CCCCN3C(=O)CCCc3ccccc3)on2)c(C)c1 (centres undefined)	-3%	27
18	Cc1cccc(NC(=O)CN2CCN(C(=O)CN3C(=O)NC4(CCCCC4C)C3=O)CC2)c1C (centres undefined)	9%	11
19	O=C1NC[C@H](CCCCN2CCN(CCc3ccccc3)C(=O)C2=O)N(CCc2ccc(O)cc2)C1=O	0%	-14
20	CCc1nc2ccc(C(=O)Nc3ccc(OC)c(OC)c3)cn2c1N(C)Cc1nccs1	-6%	12
21	COc1ccc2[nH]cc(CCNC(=O)Cn3cc(C)c(=O)[nH]c3=O)c2c1	-6%	-18
22	CC(C)NC(=O)C1(C)CCN1C(=O)c1ccc(F)c(Cl)c1 (centres undefined)	-4%	u
23	COc1cccc(NC(=O)N(C)C[C@@H]2OCc3cnnn3CCCC(=O)N([C@H](C)CO)C[C@@H]2C)c1	6%	-15
24	O=C1CSCc2nc3ccccc3n21	-23%	5
25	Cc1cc(C)c2c(=O)n3c(nc2c1)C(Cc1ccc(O)cc1)NC(=O)c1cccnc1-3 (centres undefined)	1%	-10
26	Cc1ccc(Cc2c(-c3ccc(C#N)cc3)nc3c(C)cc(Br)cn23)cc1	-5%	26
27	CC(C)(O)C1C2OC(=O)C1C1(O)CC3OC34C(=O)OC2C14C (centres undefined)	-2%	-76*
28	CCOc1cc(/C=C2\SC(=S)N(NS(=O)(=O)c3ccc(C)cc3)C2=O)ccc1O	0%	34
29	C[C@H]1CN([C@@H](C)CO)C(=O)c2cc(Br)cnc2O[C@@H]1CN(C)C(=O)c1ccncc1	9%	-10
30	Cc1cn([C@H]2C[C@H](O)[C@@H](CCC(=O)NCc3ccccc3)O2)c(=O)[nH]c1=O	5%	-11

Additional entries follow:
No.	canonical_smiles	AMA1 RON2 block	HCMV antiviral
31	CCC1(C)COC(c2ccc3c(c2)OCO3)OC1 (centres undefined)	9%	21
32	COc1cc(C2C3=C(COC3=O)Oc3cc4c(cc32)OCO4)ccc1O (centres undefined)	-2%	-18
33	COc1ccc(NC(=O)Nc2nc(C(N)CC(C)C)cs2)cc1 (centres undefined)	63%[activator]	-22
34	C[C@H]1CN([C@@H](C)CO)C(=O)CCCn2cc(nn2)CO[C@@H]1CN(C)C(=O)NC1CCCCC1	2%	-11
35	CC(=O)Nc1cccc(-c2ccnc3c2CC(C(=O)NCC2CC2)O3)c1 (centres undefined)	-9%	-21
36	CC(C)(C)OC(=O)N1CCC(C(=O)Nc2cccc(C(=O)N3CCCC3)c2)CC1	-3%	-8
37	O=C(O)c1cccc2cccc(-c3c4ccc(=O)c(O)c-4oc4c(O)c(O)ccc34)c12	u	10
38	CC1(C(=O)NCCC#N)CCN1C(=O)Cc1ccc(-c2ccccc2)cc1 (centres undefined)	6%	7
39	O=C1Cc2ccccc2C(=O)N1Nc1ccccc1	-4%	-7
40	O=C(CC1CCCC1)N1CCN(S(=O)(=O)c2cccc(Br)c2)CC1	0%	15
41	CCOC(=O)C[C@@H]1OC[C@H](C(C)C)N1S(=O)(=O)c1ccc(C)cc1	-9%	-35
42	Cc1ccc(S(=O)(=O)N2CCOCC2)cc1NC(=O)CN(C)CC(=O)Nc1cccc(F)c1	115%[activator]	29
43	CCOCCCNC(=O)c1ccc(CN2CCc3ccccc3C2)cc1	-4%	-21
44	COc1ccc(Cc2nc3ccc(C(=O)NC(C)C)cc3o2)cc1	-5%	135
45	O=C(N[C@H](CO)Cc1ccccc1)c1ccco1	-5%	-24

Next part
No.	canonical_smiles	AMA1 RON2 block	HCMV antiviral
46	C(=C\c1ccccc1)/CN1CCN(C(c2ccccc2)c2nnnn2C2CCCCC2)CC1 (centres undefined)	-1%	-14
47	O=C(O)C(Cc1ccccc1N(CCO)CCO)N1C(=O)c2ccccc2C1=O (centres undefined)	-3%	-37
48	CC(=O)c1cccc(NC(=O)c2cc(S(=O)(=O)N3CCCCC3)ccc2N2CCOCC2)c1	10%	-8
49	Nc1ccc2ccccc2c1[N+](=O)[O-]	-13%	27
50	CCCCn1nnnc1C(c1cc2ccccc2o1)N1CCN(C/C=C/c2ccccc2)CC1 (centres undefined)	u	9
51	O=C(O)c1ccc[n+](Cc2ccc([N+](=O)[O-])cc2)c1	-3%	1
52	CCC(CC)C(=O)N(C)c1c(C)nc2c(OCC(=O)N(C)C)cccn12	6%	-12
53	C[C@H](CO)N1C[C@H](C)[C@@H](CN(C)Cc2cccc(C(=O)O)c2)Oc2cc(Br)ccc2S1(=O)=O	4%	-15
54	C=CCNc1ncnc2c1ncn2[C@H]1CN(Cc2cccc3ccccc23)C[C@@H](CO)O1	-4%	-37
55	COc1cccc(/C=C2/CCC(CN(C)C)C2=O)c1 (centres undefined)	-18%	-87*
56	CC1(C(=O)NS(=O)(=O)c2ccc(F)cc2F)CCN1C(=O)Cc1ccc(Cl)cc1Cl (centres undefined)	-10%	-5
57	CNC(=O)C[C@H]1C(=O)N(c2ccc(OC)cc2)C[C@@H]1Cc1ccccc1	7%	-17
58	CC1(C(=O)Nc2ccc(Cl)cc2)Cc2c(-c3ccc(C(N)=O)cc3)ccnc2O1 (centres undefined)	-1%	-18
59	CC(=O)Nc1ccc(CCNC(=O)c2ccc3ccccc3c2O)cc1	3%	-36
60	CCCCn1c(N)c(N(CC(C)C)C(=O)c2cc(Br)c(Br)s2)c(=O)[nH]c1=O	1%	u

The list continues.
No.	canonical_smiles	AMA1 RON2 block	HCMV antiviral
61	CC1(C)Cc2cccc(OC(=O)NCCc3ccc(F)cc3)c2O1	5%	2
62	O=C1NC(=O)C2(CCN(S(=O)(=O)c3ccccc3)CC2)C(=O)N1	38%[activator]	-5
63	Cc1ccc(C)c(NC(=O)CN2C(=O)C3CC=CCC3C2=O)c1 (centres undefined)	7%	13
64	COc1ccc(-c2oc3c(c2C#CC2(O)CCCCC2)C(OC)CCC3)cc1 (centres undefined)	0%	11
65	COc1ccc(Cc2c(C3CCCCC3)nc3ccc(Br)cn23)c(C)c1	-30%	-8
66	COc1ccc(C=C(C(=O)c2ccccc2)C(=O)c2ccccc2)cc1	126%[activator]	33
67	COCCn1c(SCC(=O)Nc2cc(C)on2)nc2c([nH]c3ccccc32)c1=O	-1%	-23
68	Cc1ccsc1C(=O)N1CCCCCC1(C)C(=O)NCC(C)C (centres undefined)	9%	u
69	C[C@@H]1CCCCO[C@@H](CN(C)Cc2ccc3c(c2)OCO3)[C@@H](C)CN([C@H](C)CO)C(=O)c2cc(N(C)C)ccc2O1	-17%	10
70	CN1C(=O)c2ccccc2Cc2c(NCc3ccccc3)ncnc21	-3%	u
71	CN(CCc1ccccc1)C(=O)c1cccc(NC(=O)Cc2cccc(NC(=O)C3CCCN(C(=O)C4CC4)C3)c2)c1 (centres undefined)	-2%	12
72	COC(=O)C1OCOC2C(C(=O)OC)OCOC12 (centres undefined)	4%	-10
73	O=S(=O)(NN=C1CCCCCCC1)c1ccccc1	5%	2
74	Cc1ccccc1Oc1ccc2c(c1)[C@@H]1C[C@H](N(C)C(=O)c3ccco3)[C@H]([C@H](C)O)C(=O)N1CC2	-17%	-30
75	CCOC(=O)c1c(NC(=O)CN2CCN(c3cccc(Cl)c3)CC2)sc(C)c1C	-11%	-32

Following part.
No.	canonical_smiles	AMA1 RON2 block	HCMV antiviral
76	CCOc1ccc(CCN2C(=O)C(=O)N([C@@H](Cc3ccc(O)cc3)CN3CCC[C@H]3CN3C(=O)C(=O)NC[C@@H]3Cc3ccccc3)C[C@@H]2Cc2ccc(O)cc2)cc1	-23%	-23
77	c1ccc(CN2Cc3ccccc3-n3nncc3C2)cc1	0%	-16
78	O=C1NC(c2cccc(OCc3ccccc3)c2)Nc2ccccc21 (centres undefined)	15%	u
79	OCC(O)C(O)C(O)c1cnn(-c2ccccc2)n1 (centres undefined)	4%	-11
80	CN(CCc1ccccc1)C(=O)c1ccc(NC(=O)Cc2ccc(NC(=O)C3CCN(S(=O)(=O)c4cccc([N+](=O)[O-])c4)CC3)cc2)cc1	19%	-9
81	O=C(NN=Cc1ccc(N(CCCl)CCCl)cc1)c1cccnc1	62%[activator]	-4
82	O=C(Nc1cccc2ccccc12)ON=C1CCCCC1	-8%	32
83	CCCCCCNC(=O)O[C@H]1C[C@H](C(=O)OC)[C@H](C(=O)OC)C2CN(S(=O)(=O)c3ccc(C)cc3)C[C@@]21O (some centres undefined)	-2%	15
84	Cc1nc(-c2ccc(Cl)cc2)sc1C1(C)CC(c2ccc(Br)cc2)=NO1 (centres undefined)	10%	u
85	CC1(C(=O)NCc2ccccc2)CN(S(C)(=O)=O)CC(=O)N1CCc1ccccc1 (centres undefined)	10%	14
86	COc1cccc(-c2nc(CN3CCN(C(=O)c4ccco4)CC3)c(C)o2)c1OC	-4%	2
87	CC(C)(C)c1ccc(CC(=O)N2CCC2(C)C(=O)Nc2cccc3cccnc23)cc1 (centres undefined)	-6%	0
88	CC(=O)Nc1cc(-c2cccc(C(=O)NCCO)c2)cn2c(-c3cccc(C(F)(F)F)c3)cnc12	15%	-24
89	CC(C)C[C@@H]1Cc2[nH]c(=S)[nH]c(=O)c2[C@H](C)O1	93%[activator]	27
90	CCOC(=O)N1CCN(Cc2nc(-c3ccc(OC)cc3)no2)CC1	-1%	-10

Single records, from the list above. Screens in order: AMA1 RON2 block | HCMV antiviral
`CN(CCc1ccccc1)C(=O)c1cccc(NC(=O)Cc2cccc(NC(=O)C3CCCN(C(=O)C4CC4)C3)c2)c1` (centres undefined) is entered as -2% | 12
`CCCCn1c(N)c(N(CC(C)C)C(=O)c2cc(Br)c(Br)s2)c(=O)[nH]c1=O` is entered as 1% | u

(further entries)
No.	canonical_smiles	AMA1 RON2 block	HCMV antiviral
91	Clc1nccc(NCc2ccccc2)n1	-2%	64
92	ClCCn1c(CCl)nc2ccc(Cl)cc21	-15%	-15
93	O=C(C[C@H]1C=C[C@H](NC(=O)Nc2ccccc2F)[C@@H](CO)O1)NCc1ccc(-c2ccccc2)cc1	-1%	u
94	Cc1ccc(S(=O)(=O)N2CCN(C(=O)COC(=O)/C=C/c3ccc(C(F)(F)F)cc3)CC2)c(C)c1	0%	10
95	COc1cc(Nc2ccn3nc(-c4ccccc4Cl)cc3n2)cc(OC)c1OC	10%	46
96	Cc1cc(N2CCN(C(=O)c3[nH]c(C(F)(F)F)nc3-c3ccccc3)CC2)c2ccccc2n1	-27%	-29
97	O=C(O)C1=CCCc2ccc(F)cc21	1%	-28
98	C[C@@H]1CN([C@@H](C)CO)C(=O)CCCn2nncc2CO[C@H]1CN(C)C(=O)Nc1ccc(F)cc1	24%	20
99	CCOC(=O)c1c(NC(=O)COC(=O)CCCOc2ccc(OC)cc2)sc(C(=O)N(C)C)c1C	7%[11.6 µM]	18
100	CC1(C(=O)NS(=O)(=O)C2CC2)CCN(C(=O)c2cccc(OC(F)(F)F)c2)C1 (centres undefined)	1%	10

Rewritten with each value named: part of the list above.
97) O=C(O)C1=CCCc2ccc(F)cc21
  AMA1 RON2 block: 1% | HCMV antiviral: -28
98) C[C@@H]1CN([C@@H](C)CO)C(=O)CCCn2nncc2CO[C@H]1CN(C)C(=O)Nc1ccc(F)cc1
  AMA1 RON2 block: 24% | HCMV antiviral: 20
99) CCOC(=O)c1c(NC(=O)COC(=O)CCCOc2ccc(OC)cc2)sc(C(=O)N(C)C)c1C
  AMA1 RON2 block: 7%[11.6 µM] | HCMV antiviral: 18
100) CC1(C(=O)NS(=O)(=O)C2CC2)CCN(C(=O)c2cccc(OC(F)(F)F)c2)C1 (centres undefined)
  AMA1 RON2 block: 1% | HCMV antiviral: 10
